Bioassay records deposited in PubChem by National Center for Advancing Translational Sciences (NCATS).
hERG WT inh = blocks the wildtype human KCNH2 potassium channel; U2OS, BacMam KCNH2, thallium flux FluxOr; stronger effect = lower value; Q12809; activity change, % at 1.84 µM; 0.37% of 340,000 active;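 active means maximum activity change below -70%; inconclusive means maximum activity change between -70% and -50%; inactive means maximum activity change above -50%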; further: on the % scale 0 is the no-effect control and ±100 the full control effect
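U2OS cells transduced with wild-type KCNH2 virus are loaded with FluxOr dye for 45 min, and thallium flux is measured in kinetic reads before and after stimulation buffer. Rate constants are normalized to DMSO controls.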
KCNH2 3.1 block = blocks the human KCNH2 3.1 channel isoform; U2OS KCNH2 3.1, thallium flux FluxOr; stronger effect = lower value; activity change, % (tested at about 1.8 µM); 0.95% of 340,000 active; AID 720553;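 active means maximum activity change below -70%; inconclusive means maximum activity change from -70% to -50%; inactive means maximum activity change above -50%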;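 further: thallium influx rate constant from kinetic fluorescence after stimulation buffer; on the % scale 0 is the no-effect control and ±100 the full control effect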
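Normalized rate constant (relative to positive and negative DMSO controls) derived from a 2 min kinetic fluorescence read after stimulation; U2OS cells expressing the 3.1 isoform via virus at 1.77 x 10^8 /mL.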
A-T KAP1 phos = candidate therapy for ataxia-telangiectasia. […] A-T fibroblasts, KAP-1 phosphorylation AlphaLISA; neocarzinostatin DNA damage 30 min before lysis. Potency, µM (highest dose often 57.5 µM), inactives show at the top dose activation, actives largely listed as activators. 0.19% of 320,000 active; further: potency means the concentration at half of the fitted maximal effect; % of control where 0% means no effect; nearly all actives have a fitted effect of over 45% in size
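hTERT-immortalized A-T patient fibroblasts ([…]), 500 cells/well in OPTI-MEM, 1% FBS, got compounds for 60 min, then NCS for 30 min at 37C. Lysates were then assayed for phospho-KAP-1 by AlphaLISA (anti-pKAP1 donor, anti-KAP1 acceptor beads), 6 hr at 25C.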
Mito fusion act = mitochondrial division inhibition or fusion activation. S. cerevisiae fusion-defective mutant growth rescue, CellTiterGlo 48 h. Potency, µM (top dose mostly 46.1 µM), for the others: top-dose growth rescue (activation), actives largely listed as activators. 0.23% of 320,000 active;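 further: potency means the concentration at half of the fitted maximal effect; % of control where 0% means no effect; nearly all actives have a fitted effect of over 45% in size; temperature-sensitive fusion mutants such as fzo1-1 at 37 °C on non-fermentable ethanol glycerol medium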
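Temperature-sensitive fusion-defective S. cerevisiae (e.g. fzo1-1, mgm1-5) were grown with compound in YPEG medium (3% ethanol, 3% glycerol) for 48 hours at 37C. Growth rescue was measured as viability by CellTiterGlo luminescence after 10 minutes at ambient.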
TSHR antagonist = blocks TSH signaling through the human TSH receptor; P16473; TSHR-expressing cells, TSH-stimulated cAMP HTRF, 2 h; stronger effect = lower value; activity change, negative = inhibition, % at 11.5 µM; 0.2% of 330,000 active; AID 504810;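 active means activity change below a set negative limit, meaning inhibition stronger than a set level, cut at about -70% in these data; inconclusive means activity change between two set negative limits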; further: on the % scale 0 is the no-effect control and ±100 the full control effect
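Inhibition of cAMP made by TSHR-expressing cells under TSH stimulation (4nM final, EC80; 2 h, 37 deg C) is quantified with a one-step lysis HTRF kit, anti-cAMP cryptate versus cAMP-d2.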
TCR activator = T cell receptor activation; 330,000 tested, under 10 active; AID 504894; Potency, µM (titrated, usually from 9.22 µM), without a hit: top-dose activation of IL-2 secretion, actives largely listed as activators; primary human leukocytes, anti-CD3, IL-2 HTRF, 48 h; further: % of control where 0% means no effect
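Using a-CD3 beads without co-stimulation, primary human leukocytes were exposed to compounds for 48 hr. An HTRF IL-2 kit measured the cytokine, with europium-to-d2 energy transfer producing emission at 665nm upon 320nm excitation.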
ELG1 repair inh = blocks ELG1-dependent DNA repair in HEK293T cells; Potency, µM (series often up to 46.1 µM), inactives show at the top dose activity change, negative = inhibition, hits mostly inhibitors; 2.3% of 330,000 active; HEK293T ELG1-luciferase reporter, luminescence, 16 h; DNA damage induced by 5-fluorouridine; further: potency means the concentration at half of the fitted maximal effect; on the % scale 0 is the no-effect control and ±100 the full control effect; nearly all actives have a fitted effect of over 55% in size
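Step one: seed 2,000 cells per well. Step two: pin-transfer compound or DMSO alongside 5-fluorouridine. Step three: incubate 16 hr, 37 °C, 5% CO2. Step four: add ONE-Glo, wait 30 min, read luminescence.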
Eya2 phos inh = Eya2 (human) phosphatase inhibition. 0.006% of 330,000 active. AID 488837. Potency, µM (top dose mostly 76.9 µM), for inactives: at the highest dose activity, negative = inhibition, usual class: inhibitors. recombinant Eya2, OMFP fluorescence dephosphorylation (OMFP is methylfluorescein phosphate); further: potency means the concentration at half of the fitted maximal effect; on the % scale 0 is the no-effect control and ±100 the full control effect
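Eya2 (0.2 uM) preincubated 10 min at ambient with compound, then OMFP substrate added at 50 uM; 10 min reaction in 50 mM HEPES pH 7.5, 50 mM NaCl, 5 uM MgCl2, 0.05% BSA, 1 mM DTT. Fluorescence read at Ex 485/Em 525 nm.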
USP2a block = blocks human ubiquitin-specific protease USP2a. USP2 core, Ub-CHOP2 coupled fluorogenic reporter, 485/531. 0.01% of 330,000 active. O75604. Potency, µM (doses to about 38.3 µM), for the others: at the top dose activity change, negative = inhibition, usual class: inhibitors;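 further: potency means the concentration at half of the fitted maximal effect; plate controls were DMSO wells for no effect and full inhibition by NEM control for full effect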
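Deubiquitinase activity read as fluorescence (485/531 nm) after Ub-CHOP2 cleavage activates the enterokinase reporter on its substrate; USP2 core 10nM, Ub-CHOP2 and substrate 25nM each, 30min compound preincubation then 60min RT; data normalized to NEM, curves fitted.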
TRPV1 agonist = activates the human vanilloid receptor TRPV1; Q8NER1; TRPV1-expressing cells, Fluo-8 calcium influx, agonist mode; activation, % at 8.33 µM; 0.19% of 320,000 active; AID 540275; in the data active means activation above about 80%; inconclusive means between about 30% and that limit; further: 0% is about no effect
Target sequence (Q8NER1 whole entry, looked up): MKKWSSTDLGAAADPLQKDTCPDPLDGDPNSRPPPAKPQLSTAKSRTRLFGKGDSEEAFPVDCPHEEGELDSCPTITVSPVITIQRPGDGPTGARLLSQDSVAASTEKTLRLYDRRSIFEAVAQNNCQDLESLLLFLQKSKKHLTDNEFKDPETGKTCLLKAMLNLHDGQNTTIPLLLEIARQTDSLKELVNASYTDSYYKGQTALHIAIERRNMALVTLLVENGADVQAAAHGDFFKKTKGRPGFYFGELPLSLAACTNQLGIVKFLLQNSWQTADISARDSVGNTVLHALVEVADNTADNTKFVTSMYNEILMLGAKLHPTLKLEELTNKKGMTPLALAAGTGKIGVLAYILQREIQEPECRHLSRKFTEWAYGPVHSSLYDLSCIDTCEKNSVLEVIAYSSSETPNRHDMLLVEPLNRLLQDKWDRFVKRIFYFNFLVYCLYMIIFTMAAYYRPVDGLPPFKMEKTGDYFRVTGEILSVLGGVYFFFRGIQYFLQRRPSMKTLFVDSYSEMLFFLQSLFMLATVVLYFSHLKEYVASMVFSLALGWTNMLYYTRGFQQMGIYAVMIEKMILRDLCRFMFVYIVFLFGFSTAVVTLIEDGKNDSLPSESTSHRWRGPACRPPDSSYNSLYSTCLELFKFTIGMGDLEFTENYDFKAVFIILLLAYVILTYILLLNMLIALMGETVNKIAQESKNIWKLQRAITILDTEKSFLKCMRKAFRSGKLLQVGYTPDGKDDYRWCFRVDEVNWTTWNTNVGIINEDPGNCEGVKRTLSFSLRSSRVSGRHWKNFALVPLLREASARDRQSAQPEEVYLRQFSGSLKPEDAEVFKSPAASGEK
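TRPV1-expressing cells were cultured overnight at 35.5C and loaded with Fluo-8 calcium dye for 40 to 90 min at room temperature. After a 10 s baseline, compound was added and calcium influx was read kinetically for 3 min (ex 480/em 520 nm).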
Numbers without * were called inactive; ? = inconclusive; / = not tested or not shown; [ ] = another dose, or the depositor's remark. Unless noted, the call rests on the fitted dose curve; in most records, active means well fitted curve in the direction sought with a large enough effect; inconclusive means small, poorly fitted or top-dose-only effect, or another doubt; inactive means no such curve, though single readings can be large; an effect the other way counts as inactive or inconclusive. Not all compounds are listed; rates above refer to the full screens.

Below each SMILES: hERG WT inh | KCNH2 3.1 block | A-T KAP1 phos | Mito fusion act | TSHR antagonist | TCR activator | ELG1 repair inh | Eya2 phos inh | USP2a block | TRPV1 agonist
- N#Cc1c(-c2ccc(F)cc2)cc(-c2cccnc2)nc1N
    -2.3 | -1.0 | 8.6% | -1.7% | 3.4 | 0.2%[46.1 µM] | -19.3% | 0.9% | 2.2% | ?
- COc1ccc(OCCC(=O)NCCN2CCOCC2)cc1
    3.1 | -9.3 | 3.8% | 5.1% | 13.1 | 1.0% | -0.3% | 3.6% | 0.6% | -5.9
- Cc1cc(C)cc(NC(=O)CSc2nnnn2-c2cccnc2)c1
    36.6 | 12.0 | -1.1% | 2.6% | -2.3 | 9.2% | 1.6% | 3.7% | 2.0% | -1.8
- O=C1S/C(=C\c2cccs2)C(=O)N1c1ccc(O)cc1
    -5.9 | -20.6 | 11.4% | -16.0% | -3.9 | 0.4% | ? | -27.1% | 2.2% | -2.2
- NS(=O)(=O)c1ccc(NC(=O)CSc2ncccn2)cc1
    2.3 | 26.9 | 8.9% | 2.1% | 13.7 | 8.1% | 5.6% | 8.8% | 1.0% | -0.9
- Cc1noc(C)c1NC(=O)NC(c1ccccc1)c1ccccc1
    0.9 | -13.4 | 1.8% | -0.4% | -6.9 | 0.7% | ? | 7.0% | 0.5% | 16.7
- CCc1ccc(NC(=S)N2CCN(c3cccc(C(F)(F)F)c3)CC2)cc1
    -8.6 | -5.5 | -2.0% | -10.3% | -5.7 | -0.8% | 15.7% | 9.3% | -1.0% | -0.4
- O=C(NC1CC1)c1ccc(-n2cccc2)cc1
    -1.8 | 32.4 | -0.7% | 1.9% | -6.1 | 0.6% | ? | 2.6% | 6.2% | ?
- CC(C(=O)N1CCN(C=O)CC1)N1C(=O)c2ccccc2C1=O (configuration not stated)
    3.4 | 6.0 | 13.8% | 2.3% | 2.7 | -4.8% | -4.2% | 1.0% | 0.9% | -1.6
- NC(=O)c1cc2cc(Cc3ccccc3Cl)ccc2oc1=O
    -8.3 | -4.6 | 6.0% | -1.7% | -5.5 | / | 9.3% | -2.3% | 2.8% | 18.9
- C#CCOCCOCCOCCNc1nc(N2CCN(C(=O)CCCCCCCCCCNC(=O)[C@H](CCCCN)n3cc(C)nn3)CC2)nc(N2CCN(C(=O)CCCCCCCCCCNC(=O)[C@H](CCCCN)n3cc(CCCC(=O)O)nn3)CC2)n1
    -6.8 | -2.0 | 0.9% | -3.5% | 2.5 | -1.5% | 5.3% | -21.6% | -2.8% | -4.2
- Cc1ccc(Cl)cc1NC(=S)NN
    -0.2 | -37.0 | 3.7% | 7.1% | 0.1 | 2.8% | -4.1% | 6.3% | 2.6% | -4.0
- CCN(CCNC(=O)C1CCCN(S(=O)(=O)CC)C1)c1ccccc1 (configuration not stated)
    4.6 | / | 5.2% | 1.2% | 1.4 | -184.6% | 4.8% | 4.4% | -2.2% | -4.7
- Cc1cc(NC(=O)C2CCCN(S(=O)(=O)c3cnc[nH]3)C2)ccc1Br (configuration not stated)
    3.8 | 8.8 | 0.3% | 3.8% | 12.0 | 7.6% | ? | -5.6% | -0.4% | 3.2
- COc1cc(/C=N/Nc2ccc(Cl)c(C(=O)O)c2)ccc1OC(=O)c1ccco1
    2.7 | -4.1 | 0.1% | 4.5% | 24.0 | -2.2% | 17.4% | 7.2% | 5.8% | -1.7
- CCCC(=O)N=C1SC2CS(=O)(=O)CC2N1c1ccc(-c2nc3ccc(C)cc3s2)cc1 (configuration not stated)
    0.2 | -10.2 | -1.6% | 3.8% | 16.2 | 1.0%[46.1 µM] | ? | -7.4% | 0.7% | 2.2
- c1ccc(-n2ncc3c(NC4CCCCCC4)ncnc32)cc1
    -0.6 | 6.8 | -8.1% | -13.3% | -12.3 | -3.2% | ? | 3.1% | 0.5% | 26.6
- CC(NC(=O)CCCC1CCCCC1)c1ccc(S(N)(=O)=O)cc1 (configuration not stated)
    4.0 | -13.3 | 1.7% | -4.1% | -10.3 | 0.1% | -4.3% | -4.2% | 1.2% | ?
- S=c1[nH]nc(-c2ccco2)n1-c1ccc(Cl)cc1
    5.0 | 10.1 | 0.3%[11.5 µM] | 1.0% | -2.7 | / | 12.3% | -1.4% | 1.7% | -1.2
- Cn1c(=O)n(-c2ccc(Cl)cc2)c(=O)c2c3c(sc21)COC(C)(C)C3
    -10.7 | -5.8 | 0.8% | 4.5% | -2.4 | 0.8% | -4.0% | -9.7% | 0.1% | -2.3
- O=C(Nc1cccc([N+](=O)[O-])c1)c1ccc2snnc2c1
    28.7 | -5.3 | 2.2% | 1.5% | 19.5 | 5.1% | 13.6% | -5.0% | 0.4% | ?
- COc1ccc(F)cc1S(=O)(=O)NCC(c1ccc2c(c1)OCO2)N1CCN(C)CC1 (configuration not stated)
    21.9 | -6.0 | 0.0% | -1.8% | 1.4 | -95.7% | -12.9% | 0.6% | -0.2% | -4.6
- Cc1ccc(NC(=O)CN(C)C(=O)c2ccc(OCc3c(C)noc3C)cc2)cc1
    -0.1 | 2.7 | 1.4% | 1.3% | 10.8 | -1.9% | -0.5% | 20.0% | -0.2% | 12.2
- COc1ccc([N+](=O)[O-])cc1NC(=O)c1cncc(Br)c1
    -3.7 | / | 3.1% | 10.5% | 1.8 | 6.6% | 5.6% | -0.2% | 1.3% | -1.4
- O=C(CN1C(=O)CS/C1=C\c1nc(-c2ccc(Cl)cc2)cs1)Nc1cccnc1Cl
    / | 44.2 | -3.5% | -1.1% | -9.0 | -9.8% | 5.4% | -0.6% | -0.1% | 0.7
- Cc1ccc(O)c(NC(=O)/C=C/C(=O)O)c1
    -6.5 | -8.5 | -4.1% | -6.7% | -1.7 | -8.1% | -10.1% | 8.9% | 3.7% | 1.0
- Cc1ccc(COc2ccc(CNCCCN3CCCCCC3=O)cc2)cc1
    5.0 | -8.0 | -2.2% | -8.1% | 0.7 | -7.8% | 12.1% | -5.3% | -0.4% | 2.2
- COCCN1Cc2cccc(C(=O)Nc3ccc(S(=O)(=O)N4CCCCC4)cc3)c2C1=O
    -2.5 | -5.4 | 0.0% | 6.0% | 3.3 | 7.1% | 0.0% | -3.7% | 2.6% | -2.7
- O=C(OCc1ccccc1Cl)c1ccc(-n2cnnc2)cc1
    -1.7 | -4.8 | -9.6% | -19.7% | 26.1 | 1.5% | ? | -9.8% | 0.3% | 0.7
- O=C(Cn1c(=O)oc2ccccc21)Nc1ccccc1Cl
    7.7 | -15.0 | -0.7% | -0.6% | 5.8 | -4.4% | -3.1% | 6.2% | 0.3% | 0.0
- O=C(COC(=O)c1ccccn1)Nc1nc(-c2cccc([N+](=O)[O-])c2)cs1
    2.9 | -0.8 | 11.2% | 6.9% | -5.1 | 2.2% | 17.8% | -0.6% | 0.0% | -4.8
- O=C(OCC(=O)N1CCOCC1)c1ccc2[nH]c3c(c2c1)CCCC3
    0.0 | 0.3 | -11.3% | -1.0% | -0.6 | 4.8% | ? | -17.8% | 8.4% | -0.5
- COc1cc(NC(=O)c2ccco2)c(OC)cc1NC(=O)Nc1ccc(Cl)cc1
    -0.3 | -5.4 | -4.4% | 1.5% | -12.0 | 2.4% | -16.6% | -2.4% | 1.1% | ?
- CCOC(=O)c1ccc(Nc2ncnc3ccc(C)cc23)cc1
    5.2 | -3.2 | 2.9% | 0.4% | 29.0 | 5.7% | -12.5% | 7.2% | 3.1% | ?
- O=C(COC(=O)c1cnccn1)c1ccc(-c2ccccc2)cc1
    -1.7 | -1.9 | 6.0% | -1.8% | 7.3 | -3.7% | 9.9% | -2.7% | 1.7% | 4.8
- CCOC(=O)CN1C(=O)C(C)(C)Oc2ccc(C(=O)Nc3ccccc3)cc21
    7.0 | 1.1 | 9.6% | 3.7% | -5.3 | 3.7% | 13µM* | 3.4% | 2.6% | ?
- Cc1oc(-c2ccccc2Cl)nc1CN1CCCCC1c1cccnc1 (configuration not stated)
    8.3 | -14.6 | 6.7% | 6.0% | -3.5 | -3.4% | -3.5% | 7.8% | -1.7% | 8.1
- CC(C)=Cc1oc2ccc([N+](=O)[O-])cc2c1N1CC(C)OC(C)C1 (configuration not stated)
    -1.2 | 6.0 | 2.1% | 8.1% | 4.7 | -26.6% | 11.3% | 3.1% | 0.6% | 7.5
- Cc1ccc(N2C(=O)NC(NS(=O)(=O)c3ccccc3)(C(F)(F)F)C2=O)cc1 (configuration not stated)
    6.6 | 9.3 | 0.8% | -25.0% | -4.9 | 5.2% | -5.2% | 3.2% | 0.5% | -0.1
- CC(C)(C)NC(=O)CN(CC1CCCO1)C(=O)CNS(=O)(=O)c1ccc(F)cc1 (configuration not stated)
    -6.0 | 21.2 | 0.2% | -5.8% | 17.1 | -1.7% | -3.8% | 4.0% | 2.3% | 0.0
- Cc1cc(NC(=O)CSc2nc3cc4c(cc3c(=O)n2CCc2ccccc2)OCO4)no1
    -6.0 | -10.0 | 3.7% | -2.1% | -1.9 | -1.2% | -10.0% | -19.5% | -2.7% | 4.4
